V-ATPase pHluor – regulators of yeast V-ATPase proton transport | S. cerevisiae, pHLuorin cytosolic pH fluorescence | response, % at 10 µM | 0.37% of 350,000 active; in the data active = response mostly above about 7.3%, no sharp cut-off; inactive = mostly below about 5.4%; note: actives read high; inactives centre near 0; some compounds called inactive have numbers as strong as hits; reference of the scale not given here
DSG3 Ab inh – inhibitors of pemphigus antibody binding to human desmoglein-3; P32926; DSG3-coupled beads, scFv-anti-DSG3-GFP binding, flow cytometry; stronger effect = lower value; binding (percent of control), % at 10 µM; 0.48% of 310,000 active; AID 588358;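 active = binding more than 3 SD below its plate's average and above zero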;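 note: hits lower antibody fragment binding to DSG3; some compounds called inactive have numbers as strong as hits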
Target sequence (P32926 whole entry, looked up, the tested form may be a part): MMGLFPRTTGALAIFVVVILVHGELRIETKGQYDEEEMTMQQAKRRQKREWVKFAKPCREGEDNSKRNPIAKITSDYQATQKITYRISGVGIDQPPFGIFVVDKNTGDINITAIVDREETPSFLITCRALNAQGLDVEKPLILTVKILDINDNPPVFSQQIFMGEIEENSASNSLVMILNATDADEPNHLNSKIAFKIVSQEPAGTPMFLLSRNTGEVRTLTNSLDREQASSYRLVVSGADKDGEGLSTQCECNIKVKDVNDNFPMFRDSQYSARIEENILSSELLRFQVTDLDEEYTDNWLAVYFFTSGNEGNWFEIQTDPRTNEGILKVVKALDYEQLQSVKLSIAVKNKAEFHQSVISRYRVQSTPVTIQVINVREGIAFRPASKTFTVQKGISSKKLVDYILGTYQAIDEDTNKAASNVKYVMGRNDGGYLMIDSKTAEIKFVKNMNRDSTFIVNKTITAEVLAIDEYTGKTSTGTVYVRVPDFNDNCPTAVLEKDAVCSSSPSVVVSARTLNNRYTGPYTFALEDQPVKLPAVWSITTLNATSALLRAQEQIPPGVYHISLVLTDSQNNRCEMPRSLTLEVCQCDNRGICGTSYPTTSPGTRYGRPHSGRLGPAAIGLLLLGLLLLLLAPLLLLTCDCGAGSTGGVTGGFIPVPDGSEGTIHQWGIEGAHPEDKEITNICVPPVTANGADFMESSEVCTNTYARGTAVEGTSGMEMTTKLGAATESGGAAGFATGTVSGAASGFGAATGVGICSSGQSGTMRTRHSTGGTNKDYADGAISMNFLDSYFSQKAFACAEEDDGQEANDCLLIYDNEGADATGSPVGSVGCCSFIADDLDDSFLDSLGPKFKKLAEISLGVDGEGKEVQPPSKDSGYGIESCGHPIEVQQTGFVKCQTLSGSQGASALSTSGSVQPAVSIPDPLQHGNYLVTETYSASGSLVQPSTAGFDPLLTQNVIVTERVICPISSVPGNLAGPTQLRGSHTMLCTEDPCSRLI
Wnt bcat act – activators of Wnt/beta-catenin signaling; 1.2% of 300,000 active; activation, % at 9.35 µM; Wnt/beta-catenin reporter cell assay, activator, plate reader; in the data active = activation above about 30%, passing the limit was not always enough;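 note: 0% = neutral control wells and 100% = positive control wells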
* hit, by the source's call. Only part of the results is shown; count on the stated rates, not on these rows.

V-ATPase pHluor | DSG3 Ab inh | compound | Wnt bcat act
0.4 | 94.8 | COc1ccc2cc(C3=CC(=O)CC(C)(C)C3=O)ccc2c1 | 0.5
-0.1 | 109.9 | C[C@@H]1CN([C@@H](C)CO)C(=O)c2cc(Br)cnc2O[C@H]1CN(C)S(=O)(=O)c1cccs1 | -0.4
-2.8 | 102.9 | COc1cc(NS(=O)(=O)c2ccc(C)cc2)c2c(c1N)C(=O)c1ccccc1C2=O | -5.8
1.0 | 98.5 | COc1cc(C(=O)OCCCN2CCOCC2)cc(OC)c1OC | -6.6
-2.2 | 102.4 | COc1ccc(S(=O)(=O)Nc2ccc3c(c2)C(=O)N([C@H](C)CO)C[C@H](C)[C@@H](CN(C)C(=O)Nc2c(C)noc2C)OCCCC[C@H](C)O3)cc1 | -1.7
-2.7 | 99.3 | CCCCCCN1C[C@H](n2cc(-c3ccc(F)cc3)nn2)[C@@H](O)C[C@@H]1c1ccc(C)cc1 | -2.7
1.2 | 97.8 | Cc1ccc(S(=O)(=O)c2nc(/C=C/c3ccccc3)oc2N2CCC(C(N)=O)CC2)cc1 | -0.5
1.1 | 99.0 | O=C(COC(=O)c1ccc(O)cc1)NC1CCCCCCC1 | -0.4
0.1 | 98.0 | CCOC(=O)CCCCCC(=O)Nc1ccc2c(c1)C(=O)N([C@@H](C)CO)C[C@@H](C)[C@H](CN(C)C(=O)Nc1ccccc1)OCCCC[C@H](C)O2 | -1.8
-6.4 | 103.0 | C[C@H]1CN([C@@H](C)CO)C(=O)CCCn2nncc2CO[C@H]1CN(C)S(C)(=O)=O | -0.5
-0.4 | 100.3 | CC(=O)c1ccc(OCC(=O)NC(=O)NC2CCCC2)cc1 | -2.0
0.3 | 109.5 | O=CC(=Cc1ccccc1)c1ccccc1 | -6.2
-0.9 | 96.8 | O=C(CSc1ccc(Cl)cc1)NC1CC1 | -0.8
0.8 | 104.2 | Cc1cccc(NC(=O)CN2C(=O)C3CC=CCC3C2=O)c1C (configuration not stated) | 2.2
0.3 | 109.9 | Cc1ccccc1/C(=N\S(=O)(=O)c1ccc(Br)cc1)Nc1ccccc1 | -3.7
-0.7 | 104.7 | O=S(=O)(c1ccc(Cl)cc1)N1CCN(c2nc(C(F)(F)F)nc3ccccc23)CC1 | -0.6
4.1 | 101.0 | O=C(O)c1ccc(Cl)cc1NC(=O)C1CCN(S(=O)(=O)c2cccs2)CC1 | -2.2
-0.7 | 110.9 | O=C(NCCOc1ccccc1)c1cccc(S(=O)(=O)N2CCN(Cc3ccccc3)CC2)c1 | -1.6
1.0 | 107.4 | CC(C)NC(=O)Nc1ccc2c(c1)C(=O)N([C@@H](C)CO)C[C@H](C)[C@H](CN(C)S(=O)(=O)c1ccccc1)OCCCC[C@H](C)O2 | -2.4
-4.6 | 98.7 | COc1c(Cl)c(=O)oc2ccc(Cl)cc12 | -2.2
0.6 | 101.1 | Cc1ccc(N(CC(=O)N2CCCCCC2)S(C)(=O)=O)cc1 | -1.7
-0.5 | 97.3 | COc1ccc(C)cc1NC(=O)COC(=O)c1c(-c2ccccc2)noc1C | -0.2
-2.0 | 100.1 | Cn1nc(N)c2ncc(C(Cl)(Cl)Cl)nc21 | -2.1
0.4 | 105.4 | COc1cc(/C=C/C(=O)OCC(=O)N2CCc3ccccc32)cc(OC)c1OC | 5.2
0.6 | 98.0 | CC(=O)c1sc(NC(=O)CCc2ccccc2)nc1C | 0.1
2.2 | 97.2 | CN(C(=O)CSc1nc(N)cc(=O)[nH]1)C1CCCCC1 | -3.9
1.8 | 102.6 | CCN1C(=O)[C@H]2[C@@H](c3ccc(C(F)(F)F)cc3)N[C@]3(CCCN(Cc4ccccc4)C3=O)[C@H]2C1=O | 5.8
2.9 | 105.1 | COc1cccc(-c2ccc(NC(=O)C3CCCN(Cc4cccc(C)n4)C3)cc2)c1 (configuration not stated) | -2.4
0.7 | 102.2 | O=C1C(=Cc2cccc(O)c2O)SC(=S)N1CCCN1CCOCC1 | 2.6
-2.3 | 100.5 | Cc1ccc(S(=O)(=O)NCC2CCC(C(=O)NCCCN3CCC(C)CC3)CC2)cc1 (configuration not stated) | -0.8
1.2 | 123.8 | O=C(NCc1ccc(F)cc1)c1cccc2c1C(=O)c1ccc(N3CCC(N4CCCCC4)CC3)cc1S2(=O)=O | -1.1
-0.2 | 105.0 | C[C@@H]1CN([C@H](C)CO)C(=O)CCCn2nncc2CO[C@H]1CN(C)S(=O)(=O)c1cccc(C#N)c1 | -1.2
3.2 | 105.7 | COCOCCn1cc(CN2CCS(=O)(=O)N(Cc3ccc(-c4ccc(F)nc4)cc3)C(CC(C)C)C2=O)nn1 (configuration not stated) | 1.9
0.8 | 98.8 | Cc1ccc(S(=O)(=O)N2Cc3ccccc3CC2C(N)=O)cc1 (configuration not stated) | -1.1
-0.1 | 100.0 | CCCNC(=O)N(C)C[C@@H]1Oc2cc(C#CC(C)(C)O)ccc2S(=O)(=O)N([C@H](C)CO)C[C@H]1C | -2.7
3.9 | 97.8 | CN(c1ccccc1)S(=O)(=O)c1ccc(C(=O)NCc2cccnc2)cc1 | -2.5
2.1 | 103.9 | O=C(/C=C/c1ccc2c(c1)OCO2)NCCS(=O)(=O)N1CCN(c2ccccc2)CC1 | -2.0
4.3 | 104.2 | O=C(NCCS(=O)(=O)N1CCN(c2ccccc2)CC1)C1CCCCC1 | -1.7
-0.8 | 102.2 | COc1cc2ccc(CC(N)=O)cc2cc1OC | -5.4
-0.4 | 101.0 | COc1ccc2oc(C(=O)OCC(=O)Nc3ccc(C)c(S(=O)(=O)N4CCOCC4)c3)c(C)c2c1 | -1.8
-3.2 | 99.2 | CCN(CC)c1ccc(/C=N/NC(=O)c2nnn(-c3nonc3N)c2CN(C)C2CCCCC2)cc1 | -3.4
4.1 | 104.2 | C[C@@H]1CN([C@@H](C)CO)C(=O)c2c(c3ccccc3n2C)-c2ccccc2CO[C@H]1CN(C)C(=O)[C@H](Cc1ccccc1)N(C)C | -1.3
0.0 | 106.2 | COc1ccc(-c2cnc3c(c2)C(=O)N([C@H](C)CO)C[C@H](C)[C@H](CN(C)C(=O)Cc2cccnc2)O3)cc1 | -1.2
-1.8 | 102.5 | Cc1ccccc1OCCC(=O)Nc1ccc(S(=O)(=O)N2CCCC2)cc1 | -2.4
0.0 | 107.0 | CCCC1NC(=O)c2cccnc2-n2c1nc1cc(F)c(F)cc1c2=O (configuration not stated) | -0.9

13 consecutive compounds out of the list so far:
V-ATPase pHluor | DSG3 Ab inh | compound | Wnt bcat act
-2.3 | 100.5 | Cc1ccc(S(=O)(=O)NCC2CCC(C(=O)NCCCN3CCC(C)CC3)CC2)cc1 (configuration not stated) | -0.8
1.2 | 123.8 | O=C(NCc1ccc(F)cc1)c1cccc2c1C(=O)c1ccc(N3CCC(N4CCCCC4)CC3)cc1S2(=O)=O | -1.1
-0.2 | 105.0 | C[C@@H]1CN([C@H](C)CO)C(=O)CCCn2nncc2CO[C@H]1CN(C)S(=O)(=O)c1cccc(C#N)c1 | -1.2
3.2 | 105.7 | COCOCCn1cc(CN2CCS(=O)(=O)N(Cc3ccc(-c4ccc(F)nc4)cc3)C(CC(C)C)C2=O)nn1 (configuration not stated) | 1.9
0.8 | 98.8 | Cc1ccc(S(=O)(=O)N2Cc3ccccc3CC2C(N)=O)cc1 (configuration not stated) | -1.1
-0.1 | 100.0 | CCCNC(=O)N(C)C[C@@H]1Oc2cc(C#CC(C)(C)O)ccc2S(=O)(=O)N([C@H](C)CO)C[C@H]1C | -2.7
3.9 | 97.8 | CN(c1ccccc1)S(=O)(=O)c1ccc(C(=O)NCc2cccnc2)cc1 | -2.5
2.1 | 103.9 | O=C(/C=C/c1ccc2c(c1)OCO2)NCCS(=O)(=O)N1CCN(c2ccccc2)CC1 | -2.0
4.3 | 104.2 | O=C(NCCS(=O)(=O)N1CCN(c2ccccc2)CC1)C1CCCCC1 | -1.7
-0.8 | 102.2 | COc1cc2ccc(CC(N)=O)cc2cc1OC | -5.4
-0.4 | 101.0 | COc1ccc2oc(C(=O)OCC(=O)Nc3ccc(C)c(S(=O)(=O)N4CCOCC4)c3)c(C)c2c1 | -1.8
-3.2 | 99.2 | CCN(CC)c1ccc(/C=N/NC(=O)c2nnn(-c3nonc3N)c2CN(C)C2CCCCC2)cc1 | -3.4
4.1 | 104.2 | C[C@@H]1CN([C@@H](C)CO)C(=O)c2c(c3ccccc3n2C)-c2ccccc2CO[C@H]1CN(C)C(=O)[C@H](Cc1ccccc1)N(C)C | -1.3

(listing goes on)
V-ATPase pHluor | DSG3 Ab inh | compound | Wnt bcat act
-2.5 | 103.2 | CC(C)(C)Cc1c(-c2ccc(Cl)cc2)nc2ccc(Cl)cn12 | -8.5
-2.4 | 102.7 | COc1ccc(CCN2CC(C(=O)N(C)Cc3ccccn3)CCC2=O)cc1 (configuration not stated) | -0.9
1.6 | 100.4 | CCCC1NC(=O)c2cccnc2-n2c1nc1ccc(OC)cc1c2=O (configuration not stated) | 1.2
2.1 | 109.7 | COc1ccccc1C#CC1=CC(=O)C[C@H](c2ccc(F)cc2)C1 | 2.0
0.2 | 102.4 | CCN(CC)S(=O)(=O)c1ccc(N2CCOCC2)c(NS(=O)(=O)c2ccc(Cl)s2)c1 | -1.6
-0.2 | 100.5 | CC(C)c1cc(C(=O)NC2CCCCCC2)c2ccccc2n1 | -2.8
-1.7 | 106.1 | COc1ccccc1C(=O)N/C(=C\c1cn(S(=O)(=O)N(C)C)c2ccccc12)C(=O)N1CCN(C)CC1 | 3.3
-0.1 | 103.6 | CC1=C(C(=O)N2CCOCC2)CC(CC(=O)NCc2cccc3ccccc23)C(=O)N1CCCN1CCCC1=O (configuration not stated) | -1.1
-0.2 | 101.4 | COC(=O)c1ccc(CNC(=O)c2cc(S(=O)(=O)NCc3ccccc3)ccc2C)cc1 | -2.9
2.5 | 105.5 | Cc1cc2c(c(C#N)c1C)NC=NC2C (configuration not stated) | 0.2
-1.1 | 97.2 | O=C(O)c1ccc2c(c1)S(=O)(=O)c1cc(N3CCN(c4ncccn4)CC3)ccc1C2=O | 0.9
2.3 | 102.9 | CCOc1ccc(S(=O)(=O)N2CCOCC2)cc1NC(=O)CN1C(=O)NC(C)(C2CC2)C1=O (configuration not stated) | 1.5
1.6 | 102.9 | CCN(CC)CCn1c(=S)[nH]c2cc(C(=O)NCc3ccccc3)ccc2c1=O | -1.5
0.8 | 116.2 | C[C@@H]1CN([C@@H](C)CO)C(=O)CCCn2nncc2CO[C@@H]1CN(C)S(=O)(=O)c1ccc(-n2cccn2)cc1 | -1.8
-1.6 | 110.5 | COc1cc(NC(=O)C(C)(C)C)c(C(=O)OCC(=O)Nc2cc(C)on2)cc1OC | 2.9
-0.3 | 106.9 | CC(C)(C)Cc1c(-c2ccccc2)nc2ccc(Br)cn12 | -1.3
-2.0 | 101.2 | COc1ccc2nc(-c3ccccn3)ccc2c1 | 1.8
-0.7 | 107.6 | COc1ccc(NC(=O)C[C@H]2C(=O)N(c3ccccc3)C[C@@H]2C)cc1 | 0.0
-0.4 | 96.4 | COc1c(F)cccc1C1=CC(=O)C[C@H](c2ccc(F)cc2)C1 | -1.3
1.1 | 102.8 | COc1ccc(-c2cc3nc(-c4ccccc4)cc(N4CCN(C(C)=O)CC4)n3n2)cc1 | -2.9
-1.9 | 97.6 | Cc1ccc2nc(-c3ccc(Br)cc3)cc(C(=O)NCC3CCCO3)c2c1 (configuration not stated) | 13.5
-4.3 | 101.7 | COCCN(C(=O)COC(=O)c1ccc2ccccc2c1)c1c(N)n(Cc2ccccc2)c(=O)[nH]c1=O | -4.1
0.1 | 103.0 | CCN1CCN(c2nc3c(c(=O)[nH]c(=O)n3C)n2Cc2cccc(C)c2)CC1 | -0.5
2.4 | 100.9 | COc1cc(NCCCn2cnc3c(OC)ncnc32)cc(OC)c1OC | -2.4
-2.6 | 107.1 | O=C1[C@H]2[C@@H](c3ccc(C(F)(F)F)cc3)N[C@]3(CCCN(Cc4ccccc4)C3=O)[C@H]2C(=O)N1Cc1ccccc1 | -1.3
-2.8 | 107.1 | Cc1ccccc1C(=O)NCC(=O)OCC(=O)NNC(=O)c1ccccc1F | -3.4
3.1 | 102.0 | Cc1cc(SCC(=O)N2c3ccccc3NC(=O)CC2C)nc2ccccc12 (configuration not stated) | -3.1
-2.5 | 96.3 | COCCN(C(=O)COC(=O)c1ccc(Br)o1)c1c(N)n(Cc2ccccc2)c(=O)[nH]c1=O | 0.8
2.7 | 107.7 | COc1cccc(NC(=O)CN2CCC(NC(=O)c3ccccc3C)CC2)c1 | -0.4
1.8 | 97.9 | CCOC(=O)N1CCN(C(=O)c2ccc3oc(CCc4ccccc4)nc3c2)CC1 | 0.4
7.2* | 96.6 | CC(C)c1ccc(C(=O)OCC(=O)Nc2cccc(S(=O)(=O)NC3=NCCC3)c2)cc1 | -0.7
-2.1 | 100.2 | O=C1CCN(CCCN2CCC(=O)N(Cc3ccccc3)C2=S)C(=S)N1Cc1ccccc1 | -4.2
-3.2 | 110.9 | COc1ccc(OC)c2c1C(=O)CC2C (configuration not stated) | -0.7
0.5 | 103.0 | CC1C(=O)N(Cc2cn(CC3CCCCC3)nn2)CCS(=O)(=O)N1Cc1ccc(-c2ccc(Cl)c(Cl)c2)cc1 (configuration not stated) | -1.5
0.1 | 104.8 | CC(C)c1csc(CN2CCC(C(=O)Nc3cccc(-c4ccco4)c3)CC2)n1 | -1.7
2.4 | 109.4 | Clc1nnc(NC2CCCCC2)c(Cl)c1Cl | -3.5
-1.2 | 113.2 | Cc1nc(C(=O)N2CCCC(N3CCN(c4ccc(F)cc4)CC3)C2)cs1 (configuration not stated) | -0.6

High-throughput results: PubChem BioAssay, several laboratories
